Growth percent in the NCI-60 one-dose screen (48 h, 10 µM unless noted): 100 = growth as untreated, 0 = no growth, -100 = all killed.
A498: A498 renal cancer cells | 5.4% of 76,000 active | AID 1794774
SN12C: SN12C renal cancer cells. 3.8% of 81,000 active. AID 1794767
RXF 393: RXF 393 renal cancer cells; 6.9% of 77,000 active
CAKI-1: CAKI-1 renal cancer; 4.7% of 75,000 active; AID 1794772
U251: U251 CNS tumor cells. 5.4% of 80,000 active
TK-10: TK-10 renal cancer cells. AID 1794769. 3.9% of 81,000 active
UO-31: UO-31 renal cancer; 5.2% of 81,000 active; AID 1794768
786-0: 786-0 renal cancer cells; 5.1% of 81,000 active
ACHN: ACHN renal cancer; 4.9% of 81,000 active
An asterisk follows results filed as active; . = no result given. The calls were made as follows: active = growth percent below 10; inactive = the rest.

SMILES | A498 | SN12C | RXF 393 | CAKI-1 | U251 | TK-10 | UO-31 | 786-0 | ACHN
CCCCCCn1cnc2c(=S)nc[nH]c21 | 95.9 | 101.8 | 121.0 | 88.9 | 101.7 | 118.2 | 73.8 | 112.7 | 100.7
CC(C)(CO)C(O)C(=O)NCCS(=O)(=O)Nc1ccc(Br)cn1 (stereo not drawn) | 98.5 | 99.8 | 101.0 | . | 104.4 | 100.1 | 92.4 | 93.7 | 103.2
COc1cc(NC(C)=O)c2ncccc2c1Br | 81.9 | 93.5 | 110.8 | 100.0 | 101.4 | 116.2 | 86.3 | 102.9 | 97.0
O=C1/C(=C\c2ccccc2)CN(C(=O)c2ccccc2)C/C1=C\c1ccccc1 | 45.1 | 5.9* | -21.2* | 33.3 | -32.6* | 69.8 | 43.0 | 2.7* | 3.5*
O=C1NCCC12CCN(c1c(Cl)cncc1-c1ccc(OS(=O)(=O)C(F)(F)F)cc1)CC2 | 81.0 | 99.7 | 92.5 | 100.1 | 95.1 | 92.8 | 98.0 | 98.5 | 81.5
COc1cc2cc(CN3CCN(c4nccc(-c5ccc(Cl)cc5)n4)CC3)c(=O)[nH]c2cc1OC | . | 76.4 | 82.0 | 103.0 | 77.7 | 100.2 | 74.5 | 91.3 | 80.6
CCn1c(SCCc2c[nH]c3ccccc23)nnc1-c1ccncc1 | 117.3 | 108.7 | 101.3 | 94.4 | 101.2 | 94.8 | 81.0 | 108.3 | 98.5
CCCCCCCCSCc1ccc(N)cc1 | 102.4 | 78.3 | . | 101.5 | . | 99.9 | 58.3 | 99.9 | 104.0
COc1ccc(C(=O)/C=C/c2cc3c(cc2Br)OCO3)cc1S(N)(=O)=O | 88.7 | -12.5* | -58.2* | -20.2* | -95.1* | 16.8 | -44.5* | -40.4* | -23.0*
CCC(=O)Oc1ccc(/C(=C(\C)c2ccccc2)c2ccc(OCCN(CC)CC)cc2)cc1 | 99.9 | 84.5 | 93.4 | 100.1 | 71.6 | 87.4 | 63.3 | 70.1 | 94.8
CC(C)=C[C@H](O)[C@@H](O)[C@@H](CO)[C@H]1CC[C@@]2(C)[C@@H]3CC[C@H]4C(C)(C)[C@@H](O)CC[C@@]45C[C@@]35CC[C@]12C | 109.1 | 101.9 | 91.7 | 71.3 | 101.7 | 120.6 | 78.6 | 99.7 | 101.1
CCN(CC)C(=O)N/C(N)=N/c1nc2ccccc2s1 | 55.6 | 50.1 | 58.5 | 36.6 | 66.9 | 53.7 | 37.7 | 63.2 | 50.7
CNc1ccc(N)cc1 | 120.3 | 110.3 | 213.9 | 91.4 | 116.5 | 129.6 | 98.2 | 109.9 | 92.8
COc1cc(/C=C/C(=O)N2CCN(C(=O)c3cc(OC)c(OC)c(OC)c3)CC2)ccc1OCCCN1C(=O)c2cccc3cccc(c23)C1=O | 62.2 | 93.7 | 74.2 | 72.9 | 83.4 | 97.5 | 42.1 | 73.1 | 80.7
CC(=O)OC/C=C/c1ccccc1 | 90.3 | 99.9 | 117.7 | . | 103.9 | 90.3 | 88.2 | 110.3 | 108.1
COc1ccc(-c2cc(-c3cc(OC)c(OC)c(OC)c3)nc(N3CCOCC3)c2C#N)cc1 | 76.7 | 81.0 | 52.9 | -22.7* | 64.5 | 100.1 | 63.7 | 61.3 | 68.3
O=C(NCc1ccccc1)c1ccc(C(=O)NCc2ccccc2)cc1 | 100.5 | 81.6 | 63.6 | 104.3 | 58.4 | 124.1 | 110.8 | 108.2 | 72.1
COc1ccc(C(=O)Nc2cccc(C3CC(=O)c4c(cc(OC)c(OC)c4OC)O3)c2)cc1 (stereo not drawn) | -3.0* | 31.2 | -8.4* | 33.3 | 9.5* | 40.3 | 33.7 | 13.8 | 40.8
O=C(Nc1ccc(Cl)cc1)C1=NCCCCN1 | 98.6 | 94.5 | 105.6 | 53.8 | 90.9 | 90.0 | 55.4 | 99.9 | 59.1
O=C(CCCCCCN1CC(=O)N2[C@H](c3ccc(Cl)cc3)c3[nH]c4ccccc4c3C[C@@H]2C1=O)NO | 78.9 | 63.1 | 65.7 | 65.2 | 53.0 | 55.8 | 57.9 | 92.9 | 84.4
O=C1OCCN1CCn1ccnc1[N+](=O)[O-] | 117.0 | 109.5 | 115.0 | 101.4 | 105.8 | 97.7 | 102.0 | 103.6 | 108.6
CCN(CC)c1ccc(/C=C/C(=O)c2cccc(NS(C)(=O)=O)c2)cc1 | 22.8 | 40.3 | . | . | 41.6 | 25.6 | 37.2 | 32.3 | 37.7
O=C(O)c1ccc(-c2nn(-c3ccc(C(=O)O)cc3)cc2/C=N/NC(=O)c2ccncc2)cc1 | 92.1 | 94.6 | 106.7 | 90.0 | 100.2 | 102.1 | 72.0 | 91.6 | 104.0
Fc1ccccc1Cn1cc(CSc2nc3ccccc3s2)nn1 | 100.1 | 98.6 | 117.8 | 82.9 | 95.6 | 94.7 | 86.7 | 100.6 | 99.9
O=[N+]([O-])c1ccc(Oc2cc(Cl)c(Cl)cc2Cl)c(C(F)(F)F)c1 | 90.5 | 103.0 | 96.4 | 92.3 | 97.9 | 115.4 | 80.2 | 106.9 | 96.8
CC(=O)OC(OC(C)=O)c1cc2c(cc1Cl)OCO2 | 94.9 | 102.7 | 109.1 | . | 114.6 | 95.8 | 89.7 | 98.6 | .
Cc1cc(N(CCNc2ccnc3cc(Cl)ccc23)Cc2cccs2)nc(Cl)n1 | -6.3* | -15.9* | -63.3* | . | -57.3* | -93.0* | -79.4* | -97.6* | -88.0*
C=CCn1c(SCC(=O)Nc2ccc(C(=O)/C=C/c3ccc(Cl)cc3)cc2)nnc1-c1cc(-c2ccc(S(N)(=O)=O)cc2)nc2ccccc12 | 89.0 | 90.2 | 80.2 | 66.3 | 71.2 | 99.9 | 82.8 | 83.1 | 98.1
Cn1cc([C@@H]2Nc3ccc4[nH]ncc4c3[C@H]3[C@H]4CCC(C4)[C@H]32)c(C(F)(F)F)n1 | 8.4* | 50.6 | 53.4 | 35.3 | 42.5 | 65.6 | 49.6 | 59.1 | 50.5
CCN(CC)Cc1cc([N+](=O)[O-])ccc1O | 111.2 | 112.9 | 109.5 | 102.7 | 102.8 | 98.7 | 88.9 | 107.4 | 110.5
C#CCOc1ncnc2sc3c(c12)CCN(C(=O)OCC)C3 | 96.7 | 98.7 | 119.3 | . | 95.1 | 81.8 | 89.2 | 95.3 | 112.1
CCOC(=S)SCc1cc(=O)oc2ccc(OC)cc12 | 93.7 | 104.0 | 119.6 | . | 104.2 | 103.7 | 75.9 | 89.4 | .
CCCCCC(=O)N1c2ccccc2NC2=C(C(=O)CC(c3ccc(OC)c(OC)c3)C2)C1c1ccc(C(F)(F)F)cc1 (stereo not drawn) | 57.2 | 62.0 | 1.0* | 65.6 | 49.5 | 64.4 | 44.9 | 65.8 | 58.3
NC(=O)Nc1nc(-c2ccccc2)no1 | 101.4 | 105.7 | 104.1 | 98.1 | . | 94.3 | 87.7 | 103.5 | 118.1
N#Cc1c(N)n2c(nc1=Nc1ccc(Cl)cc1)sc1cccc(Cl)c12 | . | 88.2 | 118.9 | 73.3 | 90.5 | 116.1 | 66.5 | . | 85.6
COc1ccc(/C(C)=C(\c2ccc(OCCN3CCCCCC3)cc2)c2ccc(OC(=O)c3ccccc3)cc2)cc1 | 82.1 | 56.2 | 16.4 | 52.9 | 31.7 | 74.5 | 26.2 | 27.5 | 72.3
COc1ccc(C2C=C(c3cc(OC)c(OC)c(OC)c3)N=C3SC=CN32)c(Br)c1 (stereo not drawn) | 100.6 | 77.3 | 87.6 | 59.3 | 76.2 | 95.6 | 71.5 | 92.4 | 75.9
CCOc1cccc(C/C(C)=C(/c2ccc(OCCN(C)C)cc2)c2ccc(OC(C)=O)cc2)c1 | 90.9 | 97.5 | 90.0 | 97.4 | 88.8 | 96.8 | 100.5 | 93.0 | 101.4
O=C(O)C1=C(CSc2nnnn2CS(=O)(=O)O)CS[C@@H]2C(NC(=O)[C@H](O)c3ccccc3)C(=O)N12 (stereo partly drawn) | 124.4 | 106.9 | 109.8 | 94.5 | 100.2 | 110.5 | 78.7 | 92.4 | 97.9
CC(C)CN1CCC(=O)NC1=O | 99.1 | 92.0 | 112.2 | 94.4 | 104.1 | 109.4 | 94.2 | 105.0 | 104.3

Profiles from above. Order of screens: A498	SN12C	RXF 393	CAKI-1	U251	TK-10	UO-31	786-0	ACHN
CCOc1cccc(C/C(C)=C(/c2ccc(OCCN(C)C)cc2)c2ccc(OC(C)=O)cc2)c1 is entered as 90.9	97.5	90.0	97.4	88.8	96.8	100.5	93.0	101.4
Fc1ccccc1Cn1cc(CSc2nc3ccccc3s2)nn1 is entered as 100.1	98.6	117.8	82.9	95.6	94.7	86.7	100.6	99.9
COc1ccc(C(=O)Nc2cccc(C3CC(=O)c4c(cc(OC)c(OC)c4OC)O3)c2)cc1 (stereo not drawn) is entered as -3.0*	31.2	-8.4*	33.3	9.5*	40.3	33.7	13.8	40.8
O=C1OCCN1CCn1ccnc1[N+](=O)[O-] is entered as 117.0	109.5	115.0	101.4	105.8	97.7	102.0	103.6	108.6

Additional structures
SMILES | A498 | SN12C | RXF 393 | CAKI-1 | U251 | TK-10 | UO-31 | 786-0 | ACHN
O=C(/C=C/c1ccc(Cl)cc1)c1ccc(NC(=O)c2ccccc2CN2C(=O)c3ccccc3C2=O)cc1 | 94.4 | 94.9 | 95.2 | 88.5 | 99.5 | 101.9 | 78.9 | 105.9 | 97.7
O=C(Nc1cc(=O)[nH]c(=O)[nH]1)C(Cl)Cl | 100.5 | 98.0 | 106.4 | . | 99.5 | 100.8 | 88.8 | 107.1 | 110.9
CC(=O)c1ccc(NC(=O)COc2ccc(C3SCC(=O)N3c3ccc(Br)cc3)cc2)cc1 (stereo not drawn) | . | 95.1 | 99.3 | 89.2 | 100.2 | 102.6 | 84.2 | 104.1 | 97.6
CCOC(=O)C(CBr)CBr | 95.6 | 110.4 | . | 89.9 | . | 108.7 | 95.7 | 102.7 | 95.7
CC1=C(C#N)C(=O)NC1(C)O (stereo not drawn) | 103.3 | 95.4 | 107.2 | 102.1 | 102.3 | 107.1 | 98.7 | 109.5 | 101.9
c1ccc(Nc2cccc3c(Nc4ccccc4)cccc23)cc1 | . | 99.4 | 109.8 | 90.0 | 97.0 | 117.5 | 79.8 | 89.6 | 96.7
O=C(Cl)C(Cl)(c1ccccc1)c1ccccc1 | 119.4 | 94.8 | 98.1 | 79.1 | 100.9 | 95.1 | 88.4 | 95.2 | 97.0
Cc1cc(O)c(C=NC(=S)c2ccccc2)c(=O)o1 | 90.5 | 106.3 | 123.2 | 98.8 | 99.3 | 118.6 | 96.6 | 94.7 | 93.6
O=c1oc2cc(NCCO)ccc2cc1-c1nc2ccccc2[nH]1 | 91.3 | 77.6 | 105.9 | 77.4 | 79.3 | 94.7 | 58.2 | 109.9 | 85.5
O=C(Nc1nc2ccc(Cl)cc2s1)c1ccc(Cl)cc1 | 94.7 | 122.5 | 111.6 | 81.5 | 94.6 | 131.9 | 97.6 | 101.5 | 96.9

Four compounds already listed, arranged by length of the SMILES, ascending:
SMILES | A498 | SN12C | RXF 393 | CAKI-1 | U251 | TK-10 | UO-31 | 786-0 | ACHN
O=C(Cl)C(Cl)(c1ccccc1)c1ccccc1 | 119.4 | 94.8 | 98.1 | 79.1 | 100.9 | 95.1 | 88.4 | 95.2 | 97.0
Cc1cc(O)c(C=NC(=S)c2ccccc2)c(=O)o1 | 90.5 | 106.3 | 123.2 | 98.8 | 99.3 | 118.6 | 96.6 | 94.7 | 93.6
O=C(Nc1nc2ccc(Cl)cc2s1)c1ccc(Cl)cc1 | 94.7 | 122.5 | 111.6 | 81.5 | 94.6 | 131.9 | 97.6 | 101.5 | 96.9
CC(=O)c1ccc(NC(=O)COc2ccc(C3SCC(=O)N3c3ccc(Br)cc3)cc2)cc1 (stereo not drawn) | . | 95.1 | 99.3 | 89.2 | 100.2 | 102.6 | 84.2 | 104.1 | 97.6

Following part
SMILES | A498 | SN12C | RXF 393 | CAKI-1 | U251 | TK-10 | UO-31 | 786-0 | ACHN
CCCCC(CC)CN=C(N)NC(N)=NCCCCCCN=C(N)NC(N)=NCC(CC)CCCC (stereo not drawn) | -31.3* | -85.3* | -43.5* | -17.3* | -89.8* | -15.3* | 4.5* | -31.2* | 4.4*
COc1ccc(C(=O)C2OC3=C(C(=O)CC(C)(C)C3)C2c2cccc(Oc3ccccc3)c2)cc1 (stereo not drawn) | 62.9 | 89.5 | 100.7 | 81.7 | 88.9 | 91.5 | 74.0 | 93.0 | 91.8
CC[C@]12C=CCN3CC[C@@]4(c5cc([C@@H]6CCC(=O)N6)c(OC)cc5N(C)[C@H]4[C@@](O)(C(=O)OC)[C@@H]1OC(C)=O)[C@@H]32 | 85.7 | 99.7 | 118.9 | 100.0 | 94.6 | 103.3 | 94.0 | 107.1 | 102.6
COc1cc(C(=O)C[n+]2cccc3ccccc32)cc(OC)c1OC | . | 92.1 | 103.2 | 90.8 | 104.2 | 108.1 | 87.1 | 103.8 | 101.4
O=C(CCCN1CCOCC1)Nc1ccc(Cn2nnc3c2C(=O)c2nnn(Cc4ccc(NC(=O)CCCN5CCOCC5)cc4)c2C3=O)cc1 | 101.9 | -40.7* | 84.5 | 88.6 | 18.2 | 116.2 | 102.6 | 101.0 | 97.9
FC(F)(F)Sc1ccc(/C=C/c2cc(/C=C/c3ccc(SC(F)(F)F)cc3)n(-c3ccccc3)n2)cc1 | 86.8 | 100.5 | 113.0 | 78.5 | 90.4 | 100.4 | 76.7 | 91.8 | 93.9
COc1ccc(/C=N/NC(=O)c2cccc3cc[nH]c23)cc1O | 74.5 | 53.9 | . | 46.5 | 26.6 | 47.1 | 60.4 | 30.9 | 57.9
Brc1ccc(C2CC(c3cccc(Nc4ccncc4)c3)=NN2c2ccccc2)cc1 (stereo not drawn) | 80.2 | 81.2 | . | 81.1 | 32.1 | 94.4 | 74.6 | 90.2 | 91.3
CCCCCCCCCCCCCC1=NC(C)(C)CN1C(C)C | 87.7 | 9.9* | -65.9* | -67.0* | -63.5* | -73.0* | -65.1* | -86.2* | -67.2*

Screening data deposited in PubChem BioAssay by NCI.
